# EPAC1 antagonist: blocks human EPAC1 exchange factor | O95398 | EPAC1 GEF assay, Rap1b-BODIPY-GDP exchange fluorescence | Potency, µM (titrated, usually from 115 µM), for the others: at the highest dose activity change, negative = inhibition, most hits filed as inhibitors | hit rate 0.14% among 360,000 | AID 720709;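 further: plate controls were vehicle for no effect and positive control for full effect; nearly all actives have a fitted effect of over 50% in size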
# aSyn rescue: rescues yeast growth from alpha-synuclein toxicity. Yeast expressing alpha-synuclein, growth rescue, BacTiter-Glo, 24 h. Potency, µM (titrated, usually from 46.1 µM), for the others: at the highest dose growth rescue (activation), usual class: activators. hit rate 0.14% among 370,000; further: % of control where 0% means no effect; nearly all actives have a fitted effect of over 65% in size
#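 Galactose-induced alpha-syn yeast (OD600=0.02, raffinose-pregrown) + pinned cpd, 24 hr, 30 deg C; growth by BacTiter-Glo luminescence. Growth restoration scores as activation.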
# EPAC1 ag: agonists of human EPAC1; EPAC1 agonist qHTS, biochemical assay; response scale: 100% = response to 6.5 mM cAMP; O95398; hit rate 0.073% among 360,000; Potency, µM (doses to about 154 µM), for the others: at the top dose activation, hits mostly activators; further: nearly all actives have a fitted effect of over 60% in size
#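 Read-out is the fluorescence drop as BODIPY-GDP leaves Rap1B (480 nm excitation, 540 nm emission), recorded every 5 minutes over 30 minutes. Reactions held 100 nM EPAC1, 250 nM Rap1B–BODIPY-GDP and 50 uM GDP, with 6.5 mM cAMP setting full activation.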
# PTHR1 ag: activates the human parathyroid hormone receptor PTHR1 | HEK293 GP2 PTHR1 cells, GloSensor cAMP luminescence, 1 h | AID 743266 | hit rate 0.075% among 410,000 | Potency, µM (titrated, usually from 115 µM), for inactives: at the highest dose activation, most hits filed as activators; further: nearly all actives have a fitted effect of over 55% in size; some results filed as inactive show a strong effect at the top dose; inactives centre near -15; many of its hits are not listed in these tables
#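 HEK-293-derived GP2 cells expressing PTHR1 and a GloSensor cAMP reporter, 3,000/well, plated overnight, given luciferin plus IBMX (each 0.5 mM as added) for 1 h at 37 °C, then compound for 1 h at 37 °C. Luminescence was read after 15 min at room temperature.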
# FUS suppressor: suppressors of FUS proteinopathy in yeast; S. cerevisiae FUS-expressing, growth rescue, OD600, 24 h; Potency, µM (top dose mostly 76.6 µM), inactives show at the highest dose growth rescue (activation), hits mostly activators; hit rate 0.24% among 390,000; AID 1347120;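 further: plate controls were DMSO vehicle for no effect and reference control for full effect; nearly all actives have a fitted effect of over 55% in size; some results filed as inactive show a strong effect at the top dose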
#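 Compound concentration series was pinned onto galactose-induced FUS-expressing yeast seeded at OD 0.005. Plates sat 24hr at 30C; absorbance at 600 nm gave growth. DMSO served as background control.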
# TDP-43 yeast inh: TDP-43 toxicity inhibition in yeast; TDP-43 expressing yeast growth rescue, BacTiter-Glo, 24 h; Potency, µM (titrated, usually from 46.1 µM), inactives show at the top dose growth rescue (activation), hits mostly activators; hit rate 1.8% among 410,000; AID 652104; further: % of control where 0% means no effect; nearly all actives have a fitted effect of over 50% in size
#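 Galactose-induced TDP-43 yeast, OD600=0.02, compound pinned; 24 hr, 30 deg C; BacTiter-Glo luminescence for growth. Inhibitors of TDP-43 toxicity read as activators.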
# EPAC2 ag: agonists of human EPAC2 (RAPGEF4); Q8WZA2; EPAC2 activation, biochemical qHTS; response scale: 100% = 6.5 mM cAMP response; Potency, µM (titrated, usually from 154 µM), for inactives: at the top dose activation, actives largely listed as activators; hit rate 0.079% among 360,000; AID 720711; further: nearly all actives have a fitted effect of over 50% in size
# Target sequence (Q8WZA2 whole entry, looked up): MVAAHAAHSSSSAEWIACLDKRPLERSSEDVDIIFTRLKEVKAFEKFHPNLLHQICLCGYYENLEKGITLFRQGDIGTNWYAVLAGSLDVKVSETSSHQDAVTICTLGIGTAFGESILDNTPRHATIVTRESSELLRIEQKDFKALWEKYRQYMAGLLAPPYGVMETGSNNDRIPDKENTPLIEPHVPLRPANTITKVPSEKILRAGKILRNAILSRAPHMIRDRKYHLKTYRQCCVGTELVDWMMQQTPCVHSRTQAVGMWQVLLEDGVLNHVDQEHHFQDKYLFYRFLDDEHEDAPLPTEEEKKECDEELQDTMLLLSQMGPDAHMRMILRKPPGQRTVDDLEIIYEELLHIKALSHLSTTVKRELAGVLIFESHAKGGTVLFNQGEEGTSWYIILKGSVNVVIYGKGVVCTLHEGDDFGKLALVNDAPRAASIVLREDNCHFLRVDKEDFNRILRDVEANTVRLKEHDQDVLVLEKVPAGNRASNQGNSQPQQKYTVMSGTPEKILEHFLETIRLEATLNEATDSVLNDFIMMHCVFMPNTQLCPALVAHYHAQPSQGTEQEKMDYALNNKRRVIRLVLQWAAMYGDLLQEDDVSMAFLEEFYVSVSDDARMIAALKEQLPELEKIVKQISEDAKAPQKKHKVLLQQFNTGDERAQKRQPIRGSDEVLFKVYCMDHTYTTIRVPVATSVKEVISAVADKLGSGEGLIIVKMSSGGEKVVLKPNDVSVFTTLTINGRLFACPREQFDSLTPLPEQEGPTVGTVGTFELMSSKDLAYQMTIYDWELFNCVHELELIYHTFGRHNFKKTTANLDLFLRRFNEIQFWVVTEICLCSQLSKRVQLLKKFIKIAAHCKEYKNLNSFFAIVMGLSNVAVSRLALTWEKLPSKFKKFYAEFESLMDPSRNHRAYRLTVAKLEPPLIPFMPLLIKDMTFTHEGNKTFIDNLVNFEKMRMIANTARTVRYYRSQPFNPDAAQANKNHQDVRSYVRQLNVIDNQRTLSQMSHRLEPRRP
#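 Compounds were titrated in qHTS against a Rap1B-BODIPY-GDP (250 nM) complex with EPAC2 (100 nM) and GDP (50 uM). BODIPY-GDP release tracked at 480/540 nm over 30 min at room temperature, normalized to 6.5 mM cAMP.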
# EPAC2 antagonist: blocks human EPAC2 exchange factor | Q8WZA2 | EPAC2 GEF exchange of Rap1B-BODIPY-GDP, fluorescence | Potency, µM (top dose mostly 114 µM), for the others: top-dose activity, negative = inhibition, usual class: inhibitors | hit rate 0.18% among 360,000; further: on the % scale 0 is the no-effect control and ±100 the full control effect; nearly all actives have a fitted effect of over 45% in size; many of its hits are not listed in these tables
# * marks the source's active call; other numbers are inactive results; i = inactive; ? = inconclusive; nt = no result given; & = joins results of further samples; [ ] = another dose, or the depositor's remark. The call rests on the fitted dose curve; in most records, active means well fitted curve in the direction sought with a large enough effect; inconclusive means small, poorly fitted or top-dose-only effect, or another doubt; inactive means no such curve, though single readings can be large; an effect the other way counts as inactive or inconclusive. Potency means the concentration at half of the fitted maximal effect.
# Every second line gives: EPAC1 antagonist	aSyn rescue	EPAC1 ag	PTHR1 ag	FUS suppressor	TDP-43 yeast inh	EPAC2 ag	EPAC2 antagonist
O=[N+]([O-])c1nn(-c2ccccc2)[n+]([O-])c1N1CCN(c2ccccc2F)CC1
  -28.4%	-1.2%	7.1%	-11.4%	nt	-11.2%	4.6%	-18.0%
O=C1c2ccccc2C(=O)N1c1ncn[nH]1
  6.1%	-7.5%	5.0%	i	-15.9%	-9.0%	3.8%	16.2%
O=C(O)CN1C(=O)COc2ccc(S(=O)(=O)N3CCCCCC3)cc21
  2.6%	-3.5%	-3.9%	i	-3.9%	8.1%	5.1%	5.3%
Cc1cc(OCC(=O)Nc2ccncc2)cc(C)c1Cl
  -13.8%	-0.2%	-11.2%	-37.9%[inhibitor]	-5.2%	-8.2%	2.5%	-19.7%
COc1ccc(OC(C)C(=O)Nc2ccccc2C(F)(F)F)cc1 (configuration not stated)
  -11.8%	9.2%	-5.5%	-9.7%	12.5%	?	3.5%	-0.4%
Cc1c(-n2cc(C(=O)c3cc(Br)ccc3O)cc(C#N)c2=O)c(=O)n(-c2ccccc2)n1C
  1.9%	2.2%	16.3%	-8.3%[57.5 µM]	?	23.1%	5.6%	-0.3%
O=C(NCCOc1cccnc1)C1CCC(=O)N(Cc2ccccc2F)C1 (configuration not stated)
  17.1%	-1.3%	7.2%	i	-5.0%	2.0%	14.9%	1.3%
COc1ccc(-c2nnc(SCC(=O)NNC(=O)c3ccc(C)cc3)o2)cc1
  1.3%	5.7%	-1.0%	i	nt	23.1%	0.3%	2.0%
COCc1c(C)cc(C)c(/C=N/O)c1C
  8.3%	11.9%	1.2%	19.8%[57.5 µM]	?	-5.3%	2.5%	9.7%
CCOC(=O)c1nn(-c2ccccc2)c(=O)cc1SC(C)C
  3.6%	6.8%	-0.8%	i	-3.2%	-10.5%	-1.3%	-0.1%
O=C(CCN1C(=O)/C(=C/c2cccs2)SC1=S)Nc1ccc(C(=O)O)c(O)c1
  79.4µM*	3.9%	3.5%	-5.1%	-5.5%	21.0%	4.9%	-9.8%
O=C(CSc1nnc(NC(=O)c2ccco2)s1)Nc1ccc2c(c1)OCCO2
  -17.5%	-7.1%	8.7%	-19.2%	11.3%	nt	3.1%	3.8%
O=C(CSc1cn(Cc2ccccc2)c2ccccc12)N1CCOCC1
  -15.3%	4.9%	-3.6%	-21.8%	9.4%	5.5%	-2.1%	-9.9%
NC(=S)N/N=C1\c2ccccc2-c2c(C(=O)O)cccc21
  1.5%	-1.0%	-8.2%	i	-12.7%	-4.0%	-1.1%	6.1%
Cc1cc(C)n(NC(=S)NC2CCCCC2)c(=O)c1C#N
  13.3%	-0.9%	-9.2%	i	-7.0%	-9.2%	-4.9%	6.9%
COc1cc(C(N)=O)ccc1OCc1ccccc1
  7.6%	2.6%	-0.4%	i	9.2%	25.8%	1.1%	5.3%
COc1ccc2oc(C(=O)NCc3ccco3)c(C)c2c1
  -1.9%	1.0%	-5.9%	-7.3%	0.7%	12.6µM*	8.7%	-10.4%
CN(C)S(=O)(=O)Oc1ccccc1C(=O)Nc1ccccc1Cl
  -2.0%	1.3%	-7.4%	1.3%	-2.4%	-12.3%[0.397 µM]	3.2%	-13.0%
O=c1cc(CN2CCN(c3ccc(O)cc3)CC2)nc2scc(-c3ccccc3)n12
  -2.3%	-0.3%	4.2%	i	28.8%	0.3%	6.2%	4.0%
O=C(Nc1ccncc1)c1ccc(F)cc1
  -22.6%	-1.5%	13.0%	i	27.4%	-6.9%	-3.9%	-2.9%
COc1ccc(/C=N/Nc2nnc(C)n2N)cc1OC(C)=O
  ?	-10.2%	12.5%	-3.7%	26.3%	0.5%	6.8%	-0.4%
N#C/C(=C\c1ccc(OCc2ccc(C(=O)O)cc2)cc1)C(=O)N1CCOCC1
  2.2%	0.7%	8.9%	-36.2%[inhibitor]	20.1%	9.6%	14.6%	?
Cc1noc(C)c1COc1ccccc1C(=O)NNC(=O)c1ccc(F)cc1
  0.3%	4.1%	-5.2%	i	-19.5%	17.6%	1.1%	-7.5%
Cc1ccc(-c2nnc3n2N=C(c2ccccc2)CS3)cc1
  -17.9%	-3.2%	3.9%	-17.5%	-18.4%	6.4%	9.8%	-19.6%
CCCS(=O)(=O)c1c(S(=O)(=O)CCC)c2c3ccccc3ccn2c1C(N)=O
  -4.4%	0.7%	0.0%	i	4.3%	-3.5%	-9.4%	0.2%
O=C(CN1CCN(c2ccc(Cl)cc2)CC1)Nc1ccc(F)c(F)c1
  3.5%	7.9%	-15.0%	-13.6%&-14.5%	-15.6%&17.9%	27.4%&0.0%	3.9%	-6.3%
COc1ccc(C)cc1Nc1ncnc2c1nnn2Cc1ccccc1Cl
  6.1%	2.6%	7.9%	-19.4%	-17.3%	26.1%	7.8%	4.4%
CCN1C(=O)/C(=C/c2ccc(OCc3ccc(C(=O)O)cc3)c(Cl)c2)NC1=S
  89.1µM*	-13.6%	4.1%	-20.3%	-18.4%	5.0%	10.8%	26.2%
CCc1c(C)[nH]n(-c2ccc(Oc3ccccc3)c(S(=O)(=O)O)c2)c1=O
  4.5%	0.2%	9.9%	-15.1%[57.5 µM]	9.0%	11.7%	-3.4%	-8.9%[57.1 µM]
Cc1cc(/C=C2\C(=N)N3N=C(CC(=O)N4CCOCC4)SC3=NC2=O)c(C)n1-c1ccccc1
  -24.8%	-0.8%	-3.3%	-8.6%	?	14.7%	5.1%	3.1%
CC1=CC(=O)Nc2cncnc2N1
  -9.0%	-1.1%	8.2%	i	-9.7%	-3.8%	11.8%	12.3%
O=C(Cn1nc(C(F)(F)F)cc1C1CC1)NCc1ccccc1F
  4.7%	4.9%	-2.4%	-0.2%	nt	22.1%	-1.7%	7.8%
CN(C)c1cccc(NC(=O)C2Cc3c(-c4ccccc4Oc4ccccc4)ccnc3O2)c1 (configuration not stated)
  15.9%	-1.3%	7.6%	-43.5%[inhibitor]	25.1µM*	22.4%	-1.2%	-5.0%
Cc1ccc(C2(c3ccccc3)NC(=O)N(CC(=O)NC3(C#N)CCCC3)C2=O)cc1C (configuration not stated)
  10.3%	1.3%[1.84 µM]	-3.5%	-8.5%	22.1%	-10.1%	7.5%	-21.9%
Cc1cccc(C(=O)OCC(=O)c2c(N)n(CC(C)C)c(=O)n(C)c2=O)c1[N+](=O)[O-]
  0.3%	-0.4%	-4.7%	-16.6%	13.3%	9.0%	0.5%	7.2%
O=C(Cc1ccccc1)Nc1ccc(Br)c(Cl)c1
  -14.8%	-5.2%	14.8%	-4.5%	-15.1%	24.3%	18.7%	2.7%
CCOC(=O)c1c(C#N)c(SCC(=O)Nc2ccc(OC)cc2)nc2c1CN(CC)CC2
  6.8%	1.4%	0.1%	24.7%	?	-26.7%	4.3%	15.0%
COc1ccc(-c2cc(=O)oc3cc(OCC(=O)NCC4CCC(C(=O)O)CC4)ccc23)cc1 (configuration not stated)
  -12.9%	4.2%	-4.2%	28.2%	-6.7%	12.8%	1.4%	-29.8%
CCc1ccc(N(C(=O)c2csnn2)C(C(=O)NC(C)(C)CC)c2cccnc2)cc1 (configuration not stated)
  -2.4%	1.0%	5.7%	i	24.9%	-10.3%[0.397 µM]	3.2%	-2.1%
Cc1ccccc1S(=O)(=O)NC(=NCc1ccc(F)cc1)c1ccccc1
  -8.3%	7.2%	5.4%	-30.4%[inhibitor]	29.9%	16.2%	10.1%	-2.2%
CCc1nnc(NC(=O)C2CC(=O)N(CCc3ccc(F)cc3)C2)s1 (configuration not stated)
  -0.5%	-1.7%	0.9%	i	31.9%	-14.8%	11.0%	0.8%
CC(=O)c1ccc(OC(=O)Oc2ccc(C(C)=O)cc2)cc1
  13.1%	-8.5%	5.8%	i	nt	-20.0%	5.3%	20.0%
COc1cc(NC(=O)c2cc(=O)[nH]c3ccc(S(=O)(=O)N4CCOCC4)cc23)cc(OC)c1
  6.6%	-4.6%	-8.7%	-2.2%	0.3%	-28.1%	-2.8%	16.5%
COc1ccc(-c2cnc(N)n2CC2CCCO2)cc1 (configuration not stated)
  -15.7%	-2.1%	13.8%	i	16.9%	?	8.1%	-5.0%
CCCC1=[N+](CC(C)=O)CCn2c(C)ccc21
  -6.8%	-5.4%	-6.3%	i	11.9%	-9.9%	-1.2%	5.5%
NC(=O)c1oc2ccc(Cl)cc2c1NC(=O)CN1CCOCC1
  -8.6%	6.5%	-9.5%	i	3.4%	-7.8%	4.4%	2.1%
CS(=O)(=O)N1CCN(C(=O)C2c3ccccc3Oc3ccccc32)CC1
  2.6%	-0.9%	5.5%	?	40.9%	-19.9%	2.7%	4.1%
CCNC(=O)CCCOc1ccc(Cl)cc1Cl
  1.2%	-1.7%	-4.3%	i	3.1%	1.8%	0.4%	-0.4%
COc1ccc(CCNC(=O)CN(Cc2ccc(Cl)cc2)S(C)(=O)=O)cc1OC
  16.6%	3.2%	3.6%	-35.0%[inhibitor]	-12.7%	-9.4%	-2.7%	1.1%
CCOC(=O)c1cc(NC(=O)Nc2ccccn2)c(C)nc1C
  -5.5%	0.0%	5.2%	27.0%	-26.0%	4.7%	-2.6%	0.7%
Cc1ccc(S(=O)(=O)N2CCOCC2)cc1C(=O)NCCN1C(=O)S/C(=C\c2ccccc2Cl)C1=O
  -5.8%	0.2%	3.6%	-31.3%[inhibitor]	nt	13.4%	-3.8%	-0.5%
CCOC(=O)C(CCCP(=O)(c1ccccc1)c1ccccc1)(NC(C)=O)C(=O)OCC
  3.3%	-1.2%	10.0%	-23.5%	15.1%	-5.7%	6.1%	-7.8%
Cc1ccc2oc(C(=O)NCc3ccccc3)cc(=O)c2c1
  9.6%	-2.8%	5.4%	i	5.1%	-19.1%	2.6%	5.1%
COc1cccc(/C=C/C(=O)OCC(=O)Nc2ccc(N3CCOCC3)cc2)c1OC
  6.8%	6.9%	2.0%	-19.8%	-10.9%	-24.3%	5.6%	1.5%
CC1CN(c2ncnc3c2oc2ccccc23)CC(C)O1 (configuration not stated)
  2.4%	-8.5%	-3.6%	i	0.7%	5.3%	-7.4%	-1.8%

# Compound activity (PubChem)

# Only part of the results is shown; rates above refer to the full screens.
